Screens (PubChem)
TRHR enhancer = qHTS for Small Molecule Agonists and Allosteric Enhancers of Human TRH Receptor: Primary Screen for Enhancers; Thyrotropin-releasing hormone receptor (Homo sapiens), P34981; 360,000 tested, 0.66% active; TRHR cells, fluo-8 calcium fluorescence, EC20 TRH enhancement; enhancement, % at 2 µM; in the data active = enhancement above about 30%; also: 0% is about no effect
Target sequence (P34981 whole entry, looked up): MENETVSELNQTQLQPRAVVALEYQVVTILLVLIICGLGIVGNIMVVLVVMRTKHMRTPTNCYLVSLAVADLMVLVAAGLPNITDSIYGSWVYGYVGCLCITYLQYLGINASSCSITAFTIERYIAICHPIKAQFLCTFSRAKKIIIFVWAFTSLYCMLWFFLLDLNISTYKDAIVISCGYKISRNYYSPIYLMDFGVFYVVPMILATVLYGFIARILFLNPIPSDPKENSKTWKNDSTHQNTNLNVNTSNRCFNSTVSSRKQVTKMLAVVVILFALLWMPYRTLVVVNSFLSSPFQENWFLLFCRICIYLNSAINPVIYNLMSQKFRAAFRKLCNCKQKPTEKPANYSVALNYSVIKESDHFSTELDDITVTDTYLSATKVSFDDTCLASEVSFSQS
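TRHR-expressing cells loaded with fluo-8 calcium dye were read kinetically (ex 480/em 530) during compound addition, then stimulated with an EC20 of TRH (10 nM final). Enhancement of the Gq-mediated intracellular calcium response was scored.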
RXFP1 antagonist = qHTS Assay for Antagonists of the Relaxin Receptor RXFP1 | AID 1259400, 2018 | HEK293-RXFP1, relaxin-stimulated cAMP HTRF, 30 min; active compounds read low | activity change, negative = inhibition, % at 57.5 µM | 350,000 tested, 0.59% active;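 active = activity change of -60% or lower, but not beyond a set lower limit; inconclusive = change between -60% and -40%, or beyond the set limit; inactive = change above -40%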; also: % is scaled to controls: 0 for no effect and ±100 for the full control effect
TRHR ag = qHTS for Small Molecule Agonists and Allosteric Enhancers of Human TRH Receptor: Primary Screen for Agonists; TRHR cells, calcium flux fluo-8, FDSS agonist mode; Thyrotropin-releasing hormone receptor (Homo sapiens), P34981; 360,000 tested, 0.18% active; activation, % at 2 µM; in the data active = activation above about 30%; also: 0% is about no effect
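Agonist-mode FDSS calcium read (Ex 480/Em 530, 1 s cycles) in 1536-well TRHR cells with fluo-8 dye, after 10-cycle baseline and 23 nL compound addition; TRH at EC20 (10 nM final) added afterwards for the enhancer phase.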
D2 potentiator = HTS Assay for Positive Allosteric Modulators of the Human D2 Dopamine Receptor: Primary Screen for Potentiators | D(2) dopamine receptor (Homo sapiens), P14416 | HEK293 T-REx D2, calcium flux, EC20 dopamine potentiation | potentiation, % at 10 µM | 340,000 tested, 0.34% active;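 active = potentiation over 3 SD above the plate norm, cut at about 30% in these data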; also: 0% is about no effect
Target sequence (P14416 whole entry, looked up): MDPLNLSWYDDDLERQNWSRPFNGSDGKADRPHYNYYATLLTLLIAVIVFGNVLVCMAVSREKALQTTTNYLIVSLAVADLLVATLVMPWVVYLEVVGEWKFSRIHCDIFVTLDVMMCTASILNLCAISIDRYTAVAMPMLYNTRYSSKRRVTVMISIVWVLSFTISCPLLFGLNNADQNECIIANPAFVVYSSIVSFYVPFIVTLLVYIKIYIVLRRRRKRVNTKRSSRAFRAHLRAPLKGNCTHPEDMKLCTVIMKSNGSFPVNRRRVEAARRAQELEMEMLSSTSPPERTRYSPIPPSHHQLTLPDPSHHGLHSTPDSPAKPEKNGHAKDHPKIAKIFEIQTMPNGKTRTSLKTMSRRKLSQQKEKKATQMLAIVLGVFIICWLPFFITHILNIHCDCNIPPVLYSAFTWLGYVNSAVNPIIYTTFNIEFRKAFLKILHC
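Potentiation of an EC20 dopamine calcium response is measured in a force-coupled, tetracycline-inducible Hek293 Trex D2 line. Compound-only kinetic reads over 180 s flag agonists before dopamine addition.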
D1 agonist = Allosteric Agonists of the Human D1 Dopamine Receptor: qHTS | D(1A) dopamine receptor (Homo sapiens), P21728 | HEK293 T-REx D1 cells, calcium flux, agonist mode | activation, % at 2 µM | 360,000 tested, 1% active | AID 504660, 2011; in the data active = activation above about 30%; also: 0% is about no effect
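Inducible HEK293 T-REx D1 cells, force-coupled to calcium signalling, were plated at 4000 cells/well with tetracycline and held overnight at 30 C. After no-wash calcium dye loading, compound-evoked calcium rise over 180 s flagged agonists.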
D1 antagonist = Antagonist of Human D 1 Dopamine Receptor: qHTS; HEK293 TREx D1 cells, calcium flux, dopamine EC80; active compounds read low; AID 504652, 2011; activity change, negative = inhibition, % at 10 µM; D(1A) dopamine receptor (Homo sapiens), P21728; 360,000 tested, 3.2% active; in the data active = activity change below about -30%; also: % is scaled to controls: 0 for no effect and ±100 for the full control effect
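Tetracycline-induced HEK293 Trex D1 cells, force-coupled to calcium, dye-loaded; compounds added and read 180 s, then EC80 dopamine added and calcium flux tracked kinetically another 180 s.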
D1 potentiator = Potentiators of Human D1 Dopamine Receptor: qHTS; D(1A) dopamine receptor (Homo sapiens), P21728; HEK293 TREx D1 cells, calcium flux, dopamine EC20 potentiation; potentiation, % at 10 µM; 360,000 tested, 0.036% active; AID 504651, 2011; in the data active = potentiation above about 30%; also: 0% is about no effect
RXFP1 agonist = qHTS Assay for Agonists of the Relaxin Receptor RXFP1; AID 2676, 2010; Relaxin receptor 1 (Homo sapiens), Q9HBX9; Potency, µM (series often up to 57.5 µM), for the others: at the top dose activation, most hits filed as activators; 370,000 tested, 0.3% active; HEK293T-RXFP1 cAMP TR-FRET, 30 min; response scale: percent of porcine relaxin response, buffer zero; also: potency is read from the fitted curve at half-maximal effect; % is scaled to controls: 0 for no effect and ±100 for the full control effect; nearly all actives have a fitted effect of over 60% in size; many of its hits are not listed in these tables
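HEK293T cells stably expressing RXFP1 were pretreated with the PDE4 inhibitor Ro 20174, exposed to compounds for 30 min at 37C, lysed, and cAMP was read by TR-FRET. Data normalized to buffer (basal) and 29 nM porcine relaxin (100%).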
Anesthetic bind = qHTS Assay for Identification of Novel General Anesthetics; apoferritin/1-aminoanthracene competitive binding, fluorescence; Potency, µM (highest dose often 77.5 µM), for the others: top-dose activity change, negative = displacement, most hits filed as inhibitors; AID 485281, 2010; 350,000 tested, 0.074% active; Ferritin light chain (Equus caballus), P02791; also: potency is read from the fitted curve at half-maximal effect; % is scaled to controls: 0 for no effect and ±100 for the full control effect; nearly all actives have a fitted effect of over 20% in size
Target sequence (P02791 2-175 limits assumed): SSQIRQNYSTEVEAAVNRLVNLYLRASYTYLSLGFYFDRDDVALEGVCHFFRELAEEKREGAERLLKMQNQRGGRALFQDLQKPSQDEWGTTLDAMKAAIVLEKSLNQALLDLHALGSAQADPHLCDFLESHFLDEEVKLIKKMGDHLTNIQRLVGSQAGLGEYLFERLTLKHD
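Probe: 1-aminoanthracene (50% saturated, PBS). Protein: horse-spleen apoferritin, 10 uM. Incubation: 10 min, room temperature. Detection: 380 nm excitation, 535 nm emission. Analysis: normalized response, four-parameter Hill.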
Numbers without * were called inactive; ? = inconclusive; / = no result given; & = joins results of further samples; [ ] = another dose, or the depositor's remark. Unless noted, calls follow the shape of the dose curve; as a rule, active = well fitted curve in the direction sought with a large enough effect; inconclusive = small, poorly fitted or top-dose-only effect, or another doubt; inactive = no such curve, though single readings can be large; an effect the other way counts as inactive or inconclusive.

Structure,TRHR enhancer,RXFP1 antagonist,TRHR ag,D2 potentiator,D1 agonist,D1 antagonist,D1 potentiator,RXFP1 agonist,Anesthetic bind
CCOc1ccc(CNC(=O)CN2C(=O)CSc3c2c(C)nn3-c2ccccc2)cc1,-0.2,/,-0.3,3.3,7.0,3.0,-1.8,-0.1%,-1.6%
CC(C)(C)OC(=O)NN=C(c1ccc(O)cc1)c1ccc(O)cc1,5.9,10.1,0.2,0.8,7.2,-15.6,-3.3,0.7%,-9.1%
O=C(Cc1ccccc1)NCCN1CCCC1,0.3,-5.8,0.3,-4.7,3.7,-39.3*,-10.7,0.1%,-5.3%
CCCCOc1ccc(CNC(=O)C2COc3ccc(OC)cc3C2)cc1 (stereo not drawn),-1.9,4.6,-0.8,1.4,4.7,7.8,-1.6,5.9%,-3.6%
Cc1ccccc1-n1c(SCC(=O)NC(N)=O)nc2sc(-c3ccccc3)cc2c1=O,11.1,-20.2,0.5,-0.6,6.2,-0.5,-1.8,1.3%,46.8%[activator]
CCCCC(CC)CNC(=O)c1ncn[nH]1 (stereo not drawn),-5.1,-8.1,-0.2,1.3,0.3,17.2,-2.6,0.0%,-23.5%
CN(C)c1cccc(C(=O)NNC(=O)NC2CCCCC2)c1,1.1,-6.2,0.1,-8.1,1.6,7.6,4.8,-2.0%,1.8%
CCc1ccccc1NC(=O)CN1C(=O)c2cccnc2Oc2ccc(Cl)cc21,-4.1,-0.6,-0.7,-14.5,1.1,-36.0*,-3.1,-2.3%,?
Cc1ccc(NC(=O)Cn2cc(S(=O)(=O)c3ccccc3)c(=O)c3cc4c(cc32)OCO4)cc1,28.4,/,-1.7,-1.7,-2.2,2.9,2.8,15.5%,45.2%
CCOc1ccc(CCNC(=O)c2ccc3nc(CC)c(CC)nc3c2)cc1,-0.5&0.2,21.9&-27.9,-0.6&-0.5,6.1&0.4,4.4&3.1,-3.1&3.1,1.8&-2.5,2.7%&4.3%,-8.5%&0.9%
Cc1[nH][nH]c(=O)c1C=NCc1cccnc1,0.3,6.9,0.4,3.8,2.0,2.9,-4.3,3.7%,-1.2%
CC1CCc2[nH]nc(C(=O)O)c2C1 (stereo not drawn),2.6,-5.8,-0.2,-9.9,0.7,-47.1*,-8.8,-0.3%,-7.0%
CC(=O)Nc1ccccc1-c1nc2ccccc2n(CC(=O)Nc2cccc(C)c2C)c1=O,-1.9,0.3,-0.3,-9.6,3.5,0.4,-3.4,19.7%,-13.6%
C/C(=C\C(=O)c1ccc(Cl)s1)N(C)C,5.9,-1.0,-0.4,9.8,1.3,1.4,-3.5,5.3%,-20.9%
COc1cccc(C(=O)Nc2cccc3c2ccc2cccn23)c1,-2.9,-21.3,-0.4,-3.2,0.5,-10.3,-0.7,2.7%,-12.3%
CC1CCN(C(=O)C2COc3ccccc3O2)CC1 (stereo not drawn),11.9,-3.3,0.5,4.1,0.4,48.7,-0.1,-2.5%,/
COc1ccccc1NS(=O)(=O)c1ccc(C)c(NC(=O)c2c(C)noc2C)c1,-6.6,-4.5,0.1,-0.6,1.7,3.9,-1.8,0.1%,/
Cc1ccc(Nc2nc(CSc3nnnn3-c3ccccc3)cs2)cc1,-1.9,-10.9,0.2,-4.9,1.3,4.5,-2.6,0.0%,-18.6%
Cc1ccccc1NC(=O)Cc1nc(COC(=O)c2ccc(Cl)nc2)cs1,-2.7,0.7,-0.2,-3.5,8.5,-4.6,-5.6,1.4%,/
COc1ccc(/C=N\Nc2ncc(F)c(N3CCOCC3)n2)cc1OC,-4.9,-16.5,-0.1,-5.0,-0.1,1.5,-4.2,-1.0%,-5.7%
O=C1CN(C(=O)COC(=O)/C=C/c2ccc(S(=O)(=O)N3CCOCC3)cc2)c2ccccc2N1,-3.1,-2.9,0.1,4.7,0.6,-15.6,-0.1,1.2%,-22.8%
Cc1ccc(C(=O)Nc2nnc(S(=O)(=O)N(C)Cc3ccc(F)cc3)s2)cc1,1.2,-28.7,-0.1,-2.5,10.3,-3.8,-2.4,?,-2.0%
O=C(COC(=O)/C=C/c1ccc(F)cc1)NC1CCCC1,5.4,-0.8,0.2,-4.4,2.7,-6.3,-1.7,0.4%,/
CC(=O)c1cccc(NC(=O)Cn2c(=O)oc3cc(S(=O)(=O)N4CCCC4)ccc32)c1,5.6&1.6,-2.6,-0.3&-0.6,-4.7,3.8&0.1,1.7&10.1,-3.0&-3.9,0.9%&0.8%,-14.9%&37.2%
CCc1cccc2c(C(=O)COC(=O)C3=NNC(=O)CC3)c[nH]c12,-7.3,1.7,0.6,-1.0,0.8,-12.7,-8.5,-0.3%,-5.0%
CCOC(=O)N1CCC(NC(=O)c2cc3ccccn3n2)CC1,9.8,-0.3,0.0,0.6,-0.1,9.3,/,2.5%,3.7%
Cc1ccc(/C=N/NC(=O)CN2C(=O)CSc3ccccc32)o1,1.4,-29.4,0.0,8.2,0.4,12.1,-2.2,0.2%,-3.6%
Cc1oc2c(c1C(=O)Nc1cccc(C(=O)O)c1)CCCC2,-4.0,-4.7,-0.2,9.8,-1.2,-5.4,-3.4,0.7%,-12.2%
O=C(Nc1ccc2c(c1)CCC2)c1cccc(S(=O)(=O)Nc2ccccc2Cl)c1,-2.8,6.6,-0.4,1.6,-1.3,4.0,-0.4,1.7%,-4.7%
COc1ccc(OC)c(S(=O)(=O)N2C(C)CCCC2C)c1 (stereo not drawn),-7.1,19.3,-0.2,7.0,0.5,-4.1,-1.8,2.8%,-20.2%

Following part.
Structure,TRHR enhancer,RXFP1 antagonist,TRHR ag,D2 potentiator,D1 agonist,D1 antagonist,D1 potentiator,RXFP1 agonist,Anesthetic bind
COc1cccc(NC(=O)CN(C)S(=O)(=O)c2ccc(C)cc2)c1,8.3,-0.8,0.6,-2.4,3.4,2.4,4.2,2.2%,-11.6%
Cc1ccccc1-n1c(SCC(=O)c2ccccc2)nnc1-c1ccc(F)cc1,1.4,-29.0,0.7,16.4,5.9,-18.5,-0.5,0.1%,-22.8%
CC(=O)N1CCC(N2CCN(Cc3ccc(C)cc3)C(CCO)C2)CC1 (stereo not drawn),1.4,-17.8,-0.1,-1.7,1.3,6.5,2.9,0.7%,-3.0%
COc1ccc(NC(=O)Cc2ccc(-c3ccccc3)cc2)cn1,-0.7,-6.5,-0.2,10.3,10.4,-15.6,-4.2,2.1%,-14.4%
CC(=O)OCn1nnc2ccccc2c1=O,1.6,2.5,-0.7,29.5,-2.5,1.8,-6.2,2.5%,-15.6%
CC(C)CC1Nc2ccc(C(=O)NCCCN3CCCCC3C)cc2NC1=O (stereo not drawn),11.3,-1.2,1.1,-12.1,-0.4,0.1,7.8,-0.5%,-1.7%
O=S(=O)(NC1=NCCCCC1)c1ccc(F)cc1,4.0,-7.7,0.7,2.8,0.5,-19.2,-2.4,-1.3%,0.7%
CCCOCC(O)CCc1n[nH]c(=S)n1-c1ccccc1 (stereo not drawn),3.8,-5.5,-2.8,/,2.5,0.6,2.2,0.8%,-6.3%
CCn1cc(C(=O)O)c(=O)c2cc(Br)ccc21,-3.0,5.0,0.1,-0.4,0.5,3.5,-3.5,-0.5%,-13.1%
CCO[C@@H]1OC(C(=O)O)=C[C@H](c2ccc(C(F)(F)F)cc2)[C@H]1CCCO,7.0,/,-0.4,15.9,-0.5,13.1,0.1,-0.9%,-13.9%
N#Cc1nc(Cc2ccccc2)oc1N1CCN(c2ccccc2)CC1,15.5,-5.7,0.5,/,3.3,-7.0,-5.1,2.2%,58.3%[activator]
O=C1CSC(c2cccc([N+](=O)[O-])c2)N1c1c(F)cccc1F (stereo not drawn),-2.1,-5.1,-1.5,4.0,1.8,-14.6,-0.8,0.4%,-22.0%
O=C(O)CSc1c(-c2ccccc2)c2cc(Cl)ccc2[nH]c1=O,-1.4,-11.5,-0.4,16.4,1.1,7.3,-8.6,5.4%,-0.9%
CCOC(=O)C(C)Sc1nnc2cc(C)c3ccccc3n12 (stereo not drawn),4.0,-26.7,-0.1,11.9,-0.2,10.2,1.6,0.2%,-8.7%
Clc1ccccc1CSc1nc(NCCc2ccccc2)c2ccccc2n1,-5.4,-12.0,0.3,2.5,3.7,14.5,-0.8,0.6%,3.0%
Cc1ccccc1NC(=O)c1cccc(S(=O)(=O)Oc2ccc([N+](=O)[O-])cc2)c1,-0.9,-18.4,-0.7,-0.6,8.9,-11.6,-1.3,2.7%,?
COc1cccc(S(=O)(=O)N2CCN(Cc3ccc4c(c3)OCO4)CC2)c1,-3.2&-4.5,2.2&-10.9,-0.3&0.0,-2.1&-9.6,3.3&0.1,7.0&10.8,-2.6&-0.4,-2.2%&3.1%,97.4%&-5.8%[activator]
CC(=O)/C(N=Nc1ccc(-n2ccc(C(F)(F)F)n2)cc1)=C(\C)O,3.4,-27.4,0.2,/,0.8,7.8,-2.8,-1.6%,1.6%
COc1cccc(C(=O)O[C@@H]2[C@H](Cc3ccccc3)NS(=O)(=O)[C@H]3C[C@@H]4C=C[C@]23O4)c1,-3.2,/,-0.6,1.2,0.1,16.7,0.0,-0.9%,/
CCOc1ccc(NC(=O)CCS(=O)(=O)c2ccc(C)cc2)cc1,0.2,-6.0,-1.0,-2.4,-0.5,3.9,0.9,1.8%,-13.6%

In the list so far, these contain a CF3 group:
Structure,TRHR enhancer,RXFP1 antagonist,TRHR ag,D2 potentiator,D1 agonist,D1 antagonist,D1 potentiator,RXFP1 agonist,Anesthetic bind
CCO[C@@H]1OC(C(=O)O)=C[C@H](c2ccc(C(F)(F)F)cc2)[C@H]1CCCO,7.0,/,-0.4,15.9,-0.5,13.1,0.1,-0.9%,-13.9%
CC(=O)/C(N=Nc1ccc(-n2ccc(C(F)(F)F)n2)cc1)=C(\C)O,3.4,-27.4,0.2,/,0.8,7.8,-2.8,-1.6%,1.6%

An excerpt. The share of hits here may be higher or lower than overall.
